FECH inh: inhibitors of human ferrochelatase; P22830; purified FECH, Ni-mesoporphyrin absorbance 550 nm; calls only at 10 µM (by protocol); 3.3% of 20,000 active; AID 1671448;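 active means enzyme reaction rate more than 3 SD below the solvent-only control wells on the same plate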;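 further: lower slope than DMSO wells means FECH inhibition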
Target sequence (P22830 whole entry, looked up): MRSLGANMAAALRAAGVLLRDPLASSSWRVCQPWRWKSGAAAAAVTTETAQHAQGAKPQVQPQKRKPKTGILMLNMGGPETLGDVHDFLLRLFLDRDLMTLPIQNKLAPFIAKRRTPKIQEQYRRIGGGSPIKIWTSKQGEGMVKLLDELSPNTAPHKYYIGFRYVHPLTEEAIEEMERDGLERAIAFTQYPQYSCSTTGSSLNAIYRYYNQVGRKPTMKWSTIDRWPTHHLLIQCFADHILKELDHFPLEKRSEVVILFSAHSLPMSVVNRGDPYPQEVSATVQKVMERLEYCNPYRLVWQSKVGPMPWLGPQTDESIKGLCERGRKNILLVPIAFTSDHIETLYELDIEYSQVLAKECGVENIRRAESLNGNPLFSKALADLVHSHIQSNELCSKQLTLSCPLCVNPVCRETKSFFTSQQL
Calls only; i = inactive; + = active, no number. Some of the compounds tested; count on the stated rates, not on these rows.

canonical_smiles	FECH inh
CC(C)N(Cc1cccc(Cl)c1)Cc1cnn(C)c1	i
O=C(CN1CCCCC1)NCC1CCN(Cc2ccccn2)CC1	i
CCC(C(=O)Nc1ccccc1F)N1CCN(Cc2ccccc2Cl)S1(=O)=O (stereo not given)	i
Cc1ccc(-n2c(=O)n(Cc3ccccc3)c3c(C(N)=O)nc(-c4ccc(F)cc4F)nc32)cc1C	i
Cc1ccccc1NC(=O)CN1C(=O)CC(c2ccccc2)=Nc2ccccc21	i
CCc1c(C)nc2ncnn2c1Sc1ccc(NC(=O)Cc2cccc(F)c2)cc1	i
O=C(NCCn1cccn1)c1ccc(CC2CCCNC2)cc1 (stereo not given)	i
O=C(CN1CCCN(Cc2ccccc2)S1(=O)=O)Nc1ccc(F)cc1	i
CN(CCc1ccccn1)C(=O)c1ccc(C#CC(C)(C)O)o1	i
Cc1csc(NC(=O)C(=O)N2CCN(C)C3(CCN(C)CC3)C2)n1	i
CCn1ncc(S(=O)(=O)N2CCC3(CCC(=O)N(C)CC3)CC2)c1C	i
c1ccc(-c2ncn(C3CCNC3)c2-c2ccc(Sc3ncn[nH]3)o2)cc1 (stereo not given)	i
O=C(CN1C(=O)C2CCCCN2c2ccc(S(=O)(=O)N3CCCC3)cc21)N1CCCCC1 (stereo not given)	i
COc1ccccc1C(=O)N1CCc2c(c(C(=O)NCc3ccccc3)nn2C)C1	i
COc1ccc(F)cc1-c1nccn1C(C)CCCC(C)(C)O (stereo not given)	i
CNC(=O)c1ccc(Cn2c(=O)c3cc(OC)c(OC)cc3n(CC(=O)NCCC(C)C)c2=O)cc1	+
COc1ccc(-n2ccnc2-c2nccn2CCn2cccn2)cc1	i
CCCN(CCC)c1ncc(NS(=O)(=O)c2ccc(C(C)C)cc2)cc1C(=O)O	i
Cc1c(CN2CCc3c([nH]c4ccccc34)C2C(C)C)c(=O)n(-c2ccccc2)n1C (stereo not given)	i
COC(=O)c1cc2n(n1)CCCN(CC(C)c1ccccc1)C2 (stereo not given)	i
Cc1nc(OCC(=O)NC2CCS(=O)(=O)C2)c2c(C)c(C)oc2n1 (stereo not given)	i
Cc1[nH]c2ccc(Cl)cc2c1CCNc1ncnc2c1CCNC2	i
CCN(C(=O)CSCc1nc(-c2ccc(C)cc2)no1)c1ccccc1	i
O=C(O)C1(C/C=C/c2ccccc2)CCCN(c2ncccn2)C1 (stereo not given)	i

Part of the list above, with values ahead of the structure.
| FECH inh | Molecule |
| --- | --- |
| i | CCN(C(=O)CSCc1nc(-c2ccc(C)cc2)no1)c1ccccc1 |
| i | COc1ccc(-n2ccnc2-c2nccn2CCn2cccn2)cc1 |
| i | COc1ccccc1C(=O)N1CCc2c(c(C(=O)NCc3ccccc3)nn2C)C1 |
| i | CCCN(CCC)c1ncc(NS(=O)(=O)c2ccc(C(C)C)cc2)cc1C(=O)O |
| i | Cc1c(CN2CCc3c([nH]c4ccccc34)C2C(C)C)c(=O)n(-c2ccccc2)n1C (stereo not given) |
| i | COc1ccc(F)cc1-c1nccn1C(C)CCCC(C)(C)O (stereo not given) |
| + | CNC(=O)c1ccc(Cn2c(=O)c3cc(OC)c(OC)cc3n(CC(=O)NCCC(C)C)c2=O)cc1 |

Next part:
canonical_smiles	FECH inh
Cc1ccc(NCc2ccc(C(=O)NCCc3cnc[nH]3)cc2)cc1	i
CCCCN(Cc1ccco1)C(=O)c1c(C)nn(CC)c1C	i
O=C(CNC1CCCCCC1)NCCc1ccc(F)cc1	i
CCc1ccccc1NC(=O)NCCc1nc2cccnc2n1Cc1ccc(C)cc1	i
CC(C)NC(=O)[C@@H]1C[C@H](N)CN1C(=O)c1ccc(CN2CCCCCC2)cc1	i
Cc1cccc(Nc2nc(N3CCOCC3)nc3c2cnn3-c2ccccc2)c1	i
CN(Cc1cc(-c2cccs2)n[nH]1)C(=O)c1cn(CC2CCCNC2)nn1 (stereo not given)	i
CCCc1nc(CN(CC)C(=O)C2CCc3ccccc3C2)no1 (stereo not given)	i
Cc1ccc(C)c(NC(=O)NCCc2nc3cccnc3n2-c2ccccc2)c1	i
O=C1CC(C(=O)Nc2ccc(Cl)cc2)N=C(N2CCCCC2)N1 (stereo not given)	i
O=C(O)c1ccnc(-c2ccnc(-c3ccccc3)n2)c1	i
Cc1ccc(N2CCCS2(=O)=O)cc1NC(=O)COc1ccc(F)cc1	i

Reformatted: three of the compounds above.
CCc1c(C)nc2ncnn2c1Sc1ccc(NC(=O)Cc2cccc(F)c2)cc1
  FECH inh = i
CCCc1nc(CN(CC)C(=O)C2CCc3ccccc3C2)no1 (stereo not given)
  FECH inh = i
Cc1cccc(Nc2nc(N3CCOCC3)nc3c2cnn3-c2ccccc2)c1
  FECH inh = i

New compounds follow.
canonical_smiles	FECH inh
CC(C)N1CCN(C(=O)CCNc2nc(CCN)nc3ccccc23)CC1	i
COC(=O)CC1=CC(=O)N(CC(=O)Nc2ccc(F)cc2F)c2ccccc2N1	i
Cc1oc(-c2cccc(Oc3ccccc3)c2)nc1CN1CCNC(=O)C1C (stereo not given)	i
O=C(NCCN1CCCCC1)C1CCCN(c2ncnc3c2nc2n3CCCCC2)C1 (stereo not given)	i
CC(C)CNC(=O)c1nc[nH]c1C(=O)NCC(C)C	i
CN(C(=O)c1c[nH]c2c(F)cccc2c1=O)C1Cc2ccccc2C1	i
COc1ccc(C(=O)NC2CC(=O)N(c3ccccc3)C2)cc1 (stereo not given)	i
O=C(C(=O)N1CCCn2nc(C(=O)N3CCCC3)cc2C1)c1cccs1	i
CCCCOc1ccc(S(=O)(=O)N2CCN(c3nc(C)cc(Nc4ccc(OC)cc4)n3)CC2)cc1	i
Cc1cccc(-n2c(CN3CCN(S(=O)(=O)c4cc(C)ccc4C)CC3)nc3cccnc32)c1	i
CCCCN1C(=O)CN(CC(=O)Nc2cccc(OC)c2)S(=O)(=O)c2ccccc21	i
Cc1cccc(Nc2nc(NCCN(C)C)nc3c2cnn3-c2ccccc2)c1	i
CCN(CC)C(=O)[C@@H]1C[C@H](N)CN1C(=O)Cc1ccc(F)c(C)c1	i
Cc1ccc(-c2ccnc(N3CCc4nc(N)sc4C3)n2)c(C)n1	i
O=C(c1ccc(F)cc1)N1CCN(S(=O)(=O)c2cc3c4c(c2)CCN4C(=O)CC3)CC1	i
Cc1cc(Nc2ccccc2)nc(Nc2ccc(NC(=O)C(C)(C)C)cc2)n1	i
CCc1cnc(C)nc1NCc1cccnc1-n1cnc2ccccc21	i
Cc1ccc(N2C(=O)CCS2(=O)=O)cc1S(=O)(=O)N(Cc1ccccc1)c1ccccc1	i
Cc1ccc(CN2CCCN(CC(=O)Nc3ccccc3Cl)S2(=O)=O)cc1	i
O=C(CN1C(=O)COc2ccccc21)N1CCC(c2nc(-c3ccccc3)no2)CC1	i
CSc1nc(NCC(=O)O)c(C#N)c(-c2ccc(C)cc2)n1	i
Cc1cccc(NC(=O)N2CCC(n3c(C)nc4cccnc43)CC2)c1	i
CCOC(=O)Cn1c(=O)n(-c2ccc(F)cc2)c2nc(-c3cccc(OC)c3)nc(C(N)=O)c21	i
CC(C)CC(=O)Nc1nc2n(n1)C(c1ccc(Cl)cc1)C=C(c1ccc(Cl)cc1)N2 (stereo not given)	+
CCC(CO)N(Cc1ccco1)C(=O)c1cccn1C (stereo not given)	i
Cc1ccc(-n2c(=O)n(Cc3ccccc3)c3c(C(N)=O)nc(-c4ccccc4C)nc32)cc1C	i
COc1ccc(C(=O)Nc2ccc(Nc3nc(C)cc(N4CCCC4)n3)cc2)c(OC)c1	i
Cc1c(CO)cccc1NC(=O)c1cccc(CN2CC=CC2)c1	i
O=C(NCCc1ccco1)c1csc(-c2cccs2)n1	i
CC(C)c1ccc(S(=O)(=O)N2CCN(c3cc(-c4cccc(F)c4)ncn3)CC2)cc1	i
COc1cccc(Cn2c(=O)c3cnc(-c4ccc(Cl)cc4)nc3n(C)c2=O)c1	i
CCc1c(C)nc2ncnn2c1Sc1ccc(NC(=O)Nc2cc(C)cc(C)c2)cc1	i
Cc1nc(SCc2nc(-c3ccc(Cl)cc3)oc2C)[nH]c(=O)c1Cc1ccccc1	i
O=C(NC1CCCCC1)c1nc[nH]c1C(=O)NCC1CCCCC1	i
CN1CCCn2nc(C(=O)NC(c3nccn3C)C3CC3)cc2C1 (stereo not given)	i
Cc1cccn2c(Cc3nn4c(C(C)C)nnc4s3)cnc12	i
CC(C)Cn1c(CNS(C)(=O)=O)nc2cccnc21	+
COCCNc1oc2c(c1-c1ccc(Br)cc1)c(=O)n(C)c(=O)n2C	i
C=CCN(Cc1ncc[nH]1)Cc1ccccc1OC	i
COc1ccccc1OCc1cc(C(=O)N(C)C2Cc3ccccc3C2)n[nH]1	i
Cc1ccc(NCc2ccc(C(=O)N3CCC(C(=O)O)CC3)cc2)cc1	i
O=C(NCCNc1cccnc1)c1ccc(Cl)s1	i
Cc1cccc(-c2nc3nc(CN4CCN(c5cccc(C(F)(F)F)c5)CC4)cc(=O)n3[nH]2)c1	i
Cc1cccc(C)c1CN1CCCC(CNC(=O)c2cnccn2)C1 (stereo not given)	i
Cc1cccc(Nc2nc(-c3nnc(-c4cccc(C)c4)o3)nc3ccccc23)c1	i
Cc1occc1C(=O)Nc1ccc(C(=O)NC(C)Cc2ccncc2)cc1 (stereo not given)	i
Cc1ccc(NC(=O)CN2C(=O)CN(C)C(=O)c3ccccc32)cc1	i
Cn1ncc2c(NCCNC(=O)c3cccnc3)nc(C(C)(C)C)nc21	i
Cc1ccc(NC(=O)CNC(C)CN2CCOCC2)c(F)c1 (stereo not given)	i
CCc1ocnc1C(=O)N1Cc2cnn(Cc3ccc(F)cc3)c2C1	i
CCN1C(SCC(=O)Nc2cc(OC)cc(OC)c2)=NS(=O)(=O)c2ccccc21	i
CC(C)Oc1cccc(F)c1-c1ccc2c(c1)CC(=O)N2	i
CCc1csc(CNC(=O)c2ccc(N[C@@H]3C[C@@H](CO)N(C)C3)nc2)n1	i
O=c1c2c3c(sc2ncn1Cc1ccccc1Cn1cccn1)CNCC3	i
COC(=O)c1ccc2c(c1)nc(N1C[C@@H]3C[C@H](C1)[C@@H]1CCCC(=O)N1C3)n2C	i
CCOc1ccc(CNC(=O)c2cc3n(n2)CC(C)(C(=O)NCc2ccc(F)cc2)N(C)C3=O)cc1 (stereo not given)	i
CCNC(=O)[C@@H]1C[C@H](N)CN1Cc1ccccc1OCc1ccccc1	i
COc1ccc(N2CC(NC(=O)Cc3cccs3)CC2=O)cc1 (stereo not given)	i
COC(=O)c1ccc(OC)c(CN2CCCN(Cc3ccc(OC)cc3)S2(=O)=O)c1	i
Cc1oc(-c2ccc(OC(C)C)cc2)nc1CSc1nc(-c2cccnc2)cc(=O)[nH]1	i

(listing goes on)
canonical_smiles	FECH inh
CCc1nc(OCC(=O)NCc2ccc(F)cc2Cl)c2c(-c3ccc(F)cc3)noc2n1	i
CNC(=O)C1CCC(Cn2c(=O)c3sccc3n(CC(=O)N3CCCCC3C)c2=O)CC1 (stereo not given)	i
Cc1ccc(NS(=O)(=O)c2ccc3c(c2)CCN3C(=O)CCC(=O)N2CCCCCC2)cc1	i
CCCn1cnc2nc(CSc3ccccc3NC(=O)c3ccc(Cl)cc3)cc(=O)n21	+
COc1ccc(N2CCCS2(=O)=O)cc1NC(=O)c1c(F)cccc1Cl	i
COc1ccccc1C(=O)Nc1cccc(NC(=O)CCc2nncn2C)c1	i
CC(=O)Nc1c2n(c3ccc(F)cc13)CC(C)(C(=O)NC1CCCCC1)N(C1CCCCC1)C2=O (stereo not given)	i
CCCn1cnnc1CNC(=O)CC1C(=O)Nc2c(C)cc(C)cc21 (stereo not given)	i
O=C(O)c1cc(NS(=O)(=O)c2ccc(F)c(F)c2)cnc1N1CCCCCC1	i
CCC(=O)Nc1cc(C)ccc1OCc1cc(=O)n2oc(C)cc2n1	i
CN1CCN(C(=O)c2ccc3oc(=O)n(Cc4ccccc4)c3c2)CC1	i
CCOC(=O)c1ccc(NC(=O)Cc2csc(NC(=O)Nc3cccc(Cl)c3)n2)cc1	i
Cc1n[nH]c(C)c1Cc1nc(C2(c3ccc(F)cc3)CCOC2)no1 (stereo not given)	i
Nc1cc(-c2ccc(Cl)c(Cl)c2)ncn1	i
COc1cccc(-c2ccc(C(=O)NCc3noc(C(C)C)n3)cn2)c1F	i
CSc1cccc(Nc2nc(SC)nc(-c3ccc(C)cc3)c2C#N)c1	i
O=C(CCC(=O)N1CCc2cc(S(=O)(=O)N3CCc4ccccc4C3)ccc21)N1CCCCCC1	i
Cc1cc(NC(=O)C(C)Oc2ccccc2)n(-c2ncnc3c2cnn3-c2cccc(Cl)c2)n1 (stereo not given)	i
CCc1c(C)nc2ncnn2c1Sc1ccc(NC(=O)Nc2ccsc2C(=O)OC)cc1	+
Cc1nn(-c2ccccc2)c(N)c1-c1ccc(S(C)(=O)=O)cc1	i
O=C(NCC1(Cn2cccn2)CC1)C1CNCCO1 (stereo not given)	i
CCOC(=O)c1ccc(NC(=O)Nc2ccc(Sc3cc(C)nc4ncnn34)cc2)cc1	i
COc1ccc(NC(=O)N2CCN(Cc3nc4cccnc4n3-c3cc(C)cc(C)c3)CC2)cc1OC	i
O=C(Cn1nc(N2CCN(c3ccc(F)cc3)CC2)ccc1=O)NCc1ccc(Cl)cc1	i
O=S(=O)(NCCc1csc(-c2cnccn2)n1)NCc1ccccc1	i
O=C(c1ccncn1)N1CCOc2c(O)cc(-c3cccnc3)cc2C1	i
Cc1cccc(C)c1OC1CN(CCC(=O)Nc2nccs2)C1	i
Cc1csc(CN2CCOc3c(O)cc(-c4ccc(C)s4)cc3C2)n1	i
Cc1cc(C)cc(-n2c(CN3CCN(S(=O)(=O)c4ccc(Cl)cc4)CC3)nc3cccnc32)c1	i
CCC1=C(c2ccc(OC)cc2)S(=O)(=O)N(CC(=O)Nc2cc(Cl)c(OC)cc2OC)C1=O	i
CN1CCCn2nc(C(=O)N3CCN(CC4CCCO4)CC3)cc2C1 (stereo not given)	i

Bioassay records (PubChem BioAssay)
